# Compound activity (PubChem BioAssay)
# MDM2 E3 inh: MDM2-luciferase reporter signal enhancers, primary screen, MDM2 E3 ligase inhibitor project, cell-based, luminescence, 1536-well; E3 ubiquitin-protein ligase Mdm2 (Homo sapiens), Q00987; cell-based MDM2 ubiquitination luciferase reporter, 2 h; 0 = plate control, 100 = twice control, blank-subtracted; signal enhancement, % at 5 µM; 0.11% of 210,000 active; AID 1230, 2008;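 active = signal enhancement of 30% or more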;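 also: luminescence tracks abundance of the self-degrading MDM2-luciferase fusion protein; higher signal means inhibition of MDM2 E3 ligase activity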
# Target sequence (Q00987 whole entry, looked up, the tested form may be a part): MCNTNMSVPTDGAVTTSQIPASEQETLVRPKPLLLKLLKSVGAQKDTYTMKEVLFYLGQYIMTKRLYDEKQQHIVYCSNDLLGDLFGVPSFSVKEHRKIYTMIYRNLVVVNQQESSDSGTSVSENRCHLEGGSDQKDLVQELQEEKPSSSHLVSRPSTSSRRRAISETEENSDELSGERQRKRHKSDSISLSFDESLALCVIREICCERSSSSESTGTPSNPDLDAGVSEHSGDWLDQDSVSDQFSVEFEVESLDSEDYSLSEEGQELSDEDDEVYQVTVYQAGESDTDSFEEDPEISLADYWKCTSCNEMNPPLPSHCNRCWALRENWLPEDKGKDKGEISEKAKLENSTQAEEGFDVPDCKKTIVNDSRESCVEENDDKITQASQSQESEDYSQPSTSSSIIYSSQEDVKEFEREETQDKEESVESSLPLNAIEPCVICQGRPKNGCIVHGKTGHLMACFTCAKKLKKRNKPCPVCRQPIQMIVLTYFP
#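 Assay system: mammalian cells stably expressing self-ubiquitinating, self-degrading MDM2 E3–luciferase fusion. Quantity: 2000 cells in each well. Medium: DMEM culture medium. Compound dosing: single-point 5 µM. Timing: cell settling 4 h, compound treatment 2 h, both 37 °C. Technique: luciferase luminescence. Read-out basis: percent signal gain over controls, blank-subtracted. Benchmarks: plate controls and plate blanks.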
# TbHK1 inh: Trypanosoma brucei hexokinase 1 inhibitors, primary screen, biochemical, G6PDH-coupled NADH absorbance, MLSCN library | hexokinase 1 [Trypanosoma brucei] | 0.11% of 220,000 active | inhibition, % at 10 µM | recombinant TbHK1, G6PDH-coupled NADH A340;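 active = inhibition of 50% or more in the single-dose primary screen; inactive = inhibition below 50%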
# Runt-CBFb FRET: inhibitors of RUNX1 Runt–CBFb binding, primary screen, biochemical, FRET, Cerulean-Runt, Venus-CBFb, uHTS; Runt-related transcription factor 1 (Homo sapiens) + Core-binding factor subunit beta …; Cerulean-Runt/Venus-CBFb FRET ratio 530/480, 1 h; inhibition, % at 20 µM; 0.46% of 220,000 active;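 active = inhibition over about 50% at 20 µM in the single-dose screen, limit read from the data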;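 also: 0% = DMSO wells and 100% = excess unlabeled CBFb competitor control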
#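 Assay system: Cerulean-tagged RUNX1 Runt domain (FRET donor) fusion protein / Amount: 100 nM each of Venus-CBFb and Cerulean-Runt domain / Medium: Tris buffer pH 7.5 with salts and BSA / Also added: Venus-CBFb 100 nM / Schedule: 1 h complex formation plus 1 h compound treatment, room temperature / Signal: FRET fluorescence / Read-out: loss of energy transfer signal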
# zVAD death inh: inhibitors of zVAD-triggered necroptosis, primary screen, L929 cells | L929 zVAD necroptosis rescue, ATP luminescence, 24 h; with zVAD 60 µM | viability rescue, % at 10 µM | 0.38% of 220,000 active;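 active = activation, scaled between plate controls, above about 75%, limit read from the data; inactive = activation under that limit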;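 also: 0% = zVAD with DMSO and 100% = DMSO alone without zVAD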
# Runt-SMMHC FRET: inhibitors of RUNX1 Runt–CBFb-SMMHC binding, primary screen, biochemical, FRET, Cerulean-Runt, Venus-CBFb-SMMHC, uHTS; AID 1434, 2008; inhibition, % at 20 µM; Runt-related transcription factor 1 (Homo sapiens) + Core-binding factor subunit beta …; 0.74% of 220,000 active; Cerulean-Runt/Venus-CBFb-SMMHC FRET ratio 530/480, 1 h;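 active = mean inhibition across duplicate retests at 20 µM reaching about 50%, limit read from the data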;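 also: 0% = DMSO wells and 100% = wells with excess untagged CBFb-SMMHC; inhibitors lower the FRET ratio by blocking Runt binding to CBFb-SMMHC; some results filed as inactive read as strong as hits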
# 14-3-3 Bad PPI: inhibitors of 14-3-3 zeta/Bad binding, primary screen, biochemical, TR-FRET, bovine 14-3-3 zeta; 0.71% of 220,000 active; TR-FRET 14-3-3zeta/Dy647-pBad peptide displacement, 1 h; 14-3-3 protein zeta/delta (Bos taurus), P63103; inhibition, % at 21.7 µM;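 active = inhibition above about 70%, limit read from the data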;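 also: 0% = full 14-3-3 plus peptide FRET controls and 100% = background without 14-3-3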
# Target sequence (P63103 whole entry, looked up): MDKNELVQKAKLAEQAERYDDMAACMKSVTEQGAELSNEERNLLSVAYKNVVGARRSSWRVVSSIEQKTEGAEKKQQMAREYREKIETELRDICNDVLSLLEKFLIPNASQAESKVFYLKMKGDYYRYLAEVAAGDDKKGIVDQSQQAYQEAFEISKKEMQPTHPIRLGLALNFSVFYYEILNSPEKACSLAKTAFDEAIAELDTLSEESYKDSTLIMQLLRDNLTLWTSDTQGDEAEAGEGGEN
# NCF1 inh: p47phox/p22phox peptide binding inhibitors, primary screen, biochemical, uHTS, NADPH oxidase regulatory subunit. Neutrophil cytosol factor 1 (Homo sapiens), P14598. fluorescence polarization, 2 h. inhibition, % at 24.7 µM. 0.53% of 220,000 active. AID 1274, 2008;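 active = inhibition above about 30%, limit read from the data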;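 also: 0% = p47phox with labelled peptide and 100% = labelled peptide alone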
# Hck-Nef inh: inhibitors of Nef-activated human Hck kinase, primary screen, biochemical, Z-Lyte FRET, 384-well, Hck-YEEI; Recombinant Hck-YEEI plus Nef, Z-Lyte FRET kinase assay; AID 463187, 2010; Tyrosine-protein kinase HCK (Homo sapiens), P08631; 0.68% of 220,000 active; inhibition, % at 20 µM;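 active = Hck-Nef kinase inhibition above about 50%, limit read from the data; inactive = inhibition below that limit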;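 also: 0% = DMSO with Hck plus Nef and 100% = Hck alone without Nef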
# EBV gp42 block: Epstein-Barr virus gp42 inhibitors, primary screen, biochemical, uHTS, fluorescence polarization; 0.42% of 220,000 active; inhibition, % (tested at 21.74 µM); Fluorescence polarization binding assay, mP read-out; AID 1085, 2008; Glycoprotein 42 (Epstein-Barr virus (strain AG876)), Q1HVG2; in the data active = inhibition above about 50%
# Target sequence (Q1HVG2 whole entry, looked up): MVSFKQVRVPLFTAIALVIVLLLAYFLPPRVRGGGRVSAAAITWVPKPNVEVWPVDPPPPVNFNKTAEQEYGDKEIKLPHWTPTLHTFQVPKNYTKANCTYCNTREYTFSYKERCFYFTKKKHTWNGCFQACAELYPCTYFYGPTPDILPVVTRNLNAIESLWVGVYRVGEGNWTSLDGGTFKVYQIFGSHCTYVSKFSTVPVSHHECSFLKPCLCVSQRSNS
# * hit, by the source's call; / = not tested or not shown; & = joins results of further samples; [ ] = another dose, or the depositor's remark. No enrichment for hits. Share with any hit: about 3.2%.
SMILES,MDM2 E3 inh,TbHK1 inh,Runt-CBFb FRET,zVAD death inh,Runt-SMMHC FRET,14-3-3 Bad PPI,NCF1 inh,Hck-Nef inh,EBV gp42 block
CSc1nc2c(c(=O)[nH]1)C(c1cccs1)C1=C(CCCC1=O)N2 (configuration not stated),-2,-9,-2,0.9,-6,8,-6,2,-9
Cc1cc(C)n2nc(SCC(=O)N(C)c3c(N)n(Cc4ccccc4)c(=O)[nH]c3=O)nc2n1,-2,-3,-1,1.2,0,-5,-6,20,-9
O=P(OC1CCCCC1)(OC1CCCCC1)C(Nc1ccccc1)c1cccnc1 (configuration not stated),-17,-4,-4,1.1,-5,-3,-31,12,4
O=C(O)/C=C/c1cn(-c2ccccc2)nc1-c1ccc2c(c1)OCCO2,-10,-5,2,2.6,-2,4,-20,9,-9
CCOC(=O)C(=CNc1cscc1S(=O)(=O)C(C)C)C(=O)OCC,-6,-25,0,0.2,-8,-17,-6,9,9
Nc1nc(SCC(=O)c2ccc(F)cc2)n[nH]1,-3,-3,45,2.0,18,-9,-1,16,1
CCNC(=O)COC(=O)c1csc2c1CCCC2,-1,-2,-2,-0.2,0,-3,5,5,0
CCOC(=O)c1c(NC(=O)C2c3ccccc3Oc3ccccc32)sc(C(=O)N(CC)CC)c1C,5,-8,-6,0.1,2,0,-14,3,-5
CCOc1ccc(NC(=O)c2ccc(OC)cc2)cc1,-13,-3,1,0.1,-5,22,0,-1,-3
COC(=O)c1ccc(NC(=O)CCN2CCN(c3ccccc3)CC2)cc1,-8,0,1,-0.1,0,1,-4,2,2

# Reformatted tab-delimited: 5 of the compounds above.
molecule	MDM2 E3 inh	TbHK1 inh	Runt-CBFb FRET	zVAD death inh	Runt-SMMHC FRET	14-3-3 Bad PPI	NCF1 inh	Hck-Nef inh	EBV gp42 block
Cc1cc(C)n2nc(SCC(=O)N(C)c3c(N)n(Cc4ccccc4)c(=O)[nH]c3=O)nc2n1	-2	-3	-1	1.2	0	-5	-6	20	-9
O=P(OC1CCCCC1)(OC1CCCCC1)C(Nc1ccccc1)c1cccnc1 (configuration not stated)	-17	-4	-4	1.1	-5	-3	-31	12	4
O=C(O)/C=C/c1cn(-c2ccccc2)nc1-c1ccc2c(c1)OCCO2	-10	-5	2	2.6	-2	4	-20	9	-9
CCOC(=O)C(=CNc1cscc1S(=O)(=O)C(C)C)C(=O)OCC	-6	-25	0	0.2	-8	-17	-6	9	9
Nc1nc(SCC(=O)c2ccc(F)cc2)n[nH]1	-3	-3	45	2.0	18	-9	-1	16	1

# Next results follow:
SMILES,MDM2 E3 inh,TbHK1 inh,Runt-CBFb FRET,zVAD death inh,Runt-SMMHC FRET,14-3-3 Bad PPI,NCF1 inh,Hck-Nef inh,EBV gp42 block
Cc1cc(C)c(S(=O)(=O)n2c([N+](=O)[O-])cnc2C)cc1C,-14,-10,0,0.6,-3,12[fluorescence artefact?],-3,3,-1
COc1cc(Cc2cnc(N)nc2N)cc(OC)c1OC,-12,1&1,0&-1,-0.3&-0.1,-7&-1,4&8,24&7,1&-1,-4&-15
CC(C)(C)CC(=O)Nc1nnc(SCC(=O)Nc2ccccc2F)s1,13,-4,-4,10,0,-11,2,23,-19
COC(=O)C(C)N(C(=O)c1ccc(Cl)cc1)c1c(C)cccc1C (configuration not stated),-7,-1,0,-0.1,-3,4,1,-2,-14
Cc1nn(-c2ccccc2Cl)c2sc(C(=O)Nc3nnc(C4CC4)s3)cc12,-1,-14,-1,-0.4,5,40[fluorescence artefact?],1,5,-17
C=CCSc1nnc(NC(=O)CSc2nc(CCC)cc(=O)[nH]2)s1,-15,7,2,0.8,-2,-12,-4,10,5
C/C(CC(=O)NC(C)(C)C)=N\NC(N)=S,-4,5,1,-0.6,-3,-4,/,16,14
COc1cccc(CNc2ccc(C)c(Cl)c2)c1,-10,4,-2,1.5,-2,-15,-10,-3,2
C=CCn1c(C)cc(-c2csc(NCC)n2)c1C,-15,-2,-2,1.3,-23,3,0,26,37
COC(=O)c1ccc(CSc2nncn2C)cc1,-10,5,2,0.5,4,-9[fluorescence artefact?],-8,-1,-11
CCCC1=C(C(=O)OCC)C(c2cccnc2)n2nc(C)nc2N1 (configuration not stated),5,-8,2,0.0,0,-1,3,2,13
C/C(=N\NC(N)=S)c1ccc2c(c1)OCCO2,-9,-29,0,0.7,-5,-10,-6,7,-7
Nc1c(S(=O)(=O)c2cccs2)c2nc3ccccc3nc2n1Cc1ccc2c(c1)OCO2,-6,-9,-1,2.8,0,-5,-18,8,-4
NS(=O)(=O)c1ccc(CNC(=O)C2CCCCC2)cc1,-6,0,0,0.5,-9,-5,-8,-1,-8
COc1cccc(/C=N/Nc2nc(N3CCCC3)nc(N3CCCC3)n2)c1O,-8,-8,-2,1.7,3,-9[fluorescence artefact?],-40,0,0
c1ccc(-c2onc3cc4c(cc23)OCCO4)cc1,-14,-6,77*,65,104*,2[fluorescence artefact?],-16,-5,-9
COCCCNC(=O)c1ccc(CNS(=O)(=O)c2ccc(NC(C)=O)cc2)cc1,-16,-1,/,1.6,-1,-5[fluorescence artefact?],-12,6,-20
Cc1ccc(C)c(NC(=S)NC(NC(=O)OCc2ccccc2)C(Cl)(Cl)Cl)c1 (configuration not stated),-7,33,4,0.1,3,-21[fluorescence artefact?],-7,1,-13
O=C(Nc1ccccc1)c1cn2ccccc2n1,-53,-10,2,0.0,-7,2,-9,-1,-14
O=C(CCCN1C(=O)/C(=C\c2cccs2)SC1=S)Nc1ccccn1,/,0,0,5.1,0,-2,-62,0,-11
CCOC(=O)COc1c(OC)cc(Cl)cc1C1Nc2ccccc2C(=O)N1c1ccccc1 (configuration not stated),2,-2,2,0.5,1,0,-17,10,-9
COC(=O)c1ccccc1N(Cc1ccccc1)S(C)(=O)=O,-11,0,-2,1.9,2,1,-9,1,-15
O=C(Nc1ccc(Cl)c(Cl)c1)Oc1ccc(NC(=O)c2ccco2)cc1,4,2,3,0.6,-3,0,-20,3,-31
CCCCNC(=O)Nc1nnc(C(C)(C)C)s1,4,-5,-1,3.1,0,3,10,-12,-5
Cc1cccc2c1N(C)C(=O)C2=O,-24,-10,0,1.1,-4,-14,0,20,-4
S=C(Nc1cccc(Cl)c1)Nc1ccc2cn[nH]c2c1,-10,6,12,1.0,1,-15[fluorescence artefact?],-20,-27,7
Cc1nnc(SCc2ccc(Cl)cc2)nc1/C=C/N(C)C,-2,-8,2,-1.0,22,0,-18,18,-9
CCNc1cc2n(c(=O)n1)CCc1cc(OC)c(OC)cc1-2,-5,-39,0,33,3,11[fluorescence artefact?],-8,0,-14
Clc1ccc(CNc2ccc3nnc(-c4ccccc4)n3n2)cc1,/,-6,-4,/,0,43[fluorescence artefact?],0,0,-13
CCC/C(=N/NC(=O)c1ccc2c(c1)OCO2)c1cccs1,-4,-15,-2,0.1,1,13[fluorescence artefact?],-9,3,-11
CC1=C(C)[N+](=O)C2CCCCC2N1[O-] (configuration not stated),1,-29,1,0.0,6,-8,-10,1,-2
Cc1ccc(/C=N/n2c(C3CCCCC3)n[nH]c2=S)o1,-11,7,20,0.4,14,-16[fluorescence artefact?],-11,3,1
CCN(Cc1ccncc1)C(=S)NCc1ccccc1,-17,-7,1,0.2,2,-5,3,20,-8
C[C@@H]1C[C@H]2[C@@H]3CCC4=CC(=O)C=C[C@]4(C)[C@@]3(F)[C@@H](O)C[C@]2(C)[C@H]1C(=O)CO,/,2,-1,63,3,1,-7,-1,-3
CCCNC(=O)c1ccc(Cl)cc1Cl,-1,-8,2,0.1,-1,-12,-13,5,-9
O=C(Nc1ccc(NC(=O)c2sc3ccccc3c2Cl)cc1)c1ccco1,-8,-15,-12,-0.2,-8,68,-3,13,-20
CC(=O)NCCC(=O)Nc1cc(S(=O)(=O)N2CCOCC2)ccc1N1CCOCC1,-3,-6,2,0.8,2,-14,-14,20,-35
CCOc1ccc(NC(=O)CN2C(=O)/C(=C3\SC(=S)N(C4CCS(=O)(=O)C4)C3=O)c3ccccc32)cc1 (configuration not stated),/,29,18,-0.2,3,67,63*,74*,7
NC(=O)[C@H]1CC2(CC(c3cccc(NC(=O)[C@H]4CCC(=O)N4)c3)=NO2)CN1C(=O)c1ccccc1C(=O)c1ccccc1 (some centres not stated),8,-13,3,-0.5,-6,-1,0,28,-11
CCc1nnc(NC(=O)C2CCC(CNc3c(N4CCCCC4)c(=O)c3=O)CC2)s1 (configuration not stated),-19,-10,5,0.5,-2,3,-12,9,-23
CCCCCC(=O)NCc1c(C(F)(F)F)nn(C)c1N1CCOCC1,-26,-8,-1,-0.2,-1,-10,-2,10,-8
CC1=Nc2ccc3ccccc3c2C1(C)C,-13,0,-15,-0.6,-27,-7,-13,13,-71
CC(NC(=O)Nc1ccc([N+](=O)[O-])cc1)C(c1ccccc1)N1CCOCC1 (configuration not stated),-16,-18,2,2.0,0,-2,2,15,2
